Cdc42 wt = modulators (inhibitors or activators) of GTP binding to human Cdc42 wildtype. GST-Cdc42 beads, Bodipy-GTP binding, flow cytometry; actives lie on both sides. 0.2% of 190,000 active. percent activity (GTP binding), % at 10 µM. AID 761;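 active = percent activity GTP binding at least 20 points away from the 100% baseline, either down as inhibitor or up as activator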;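 also: median bead fluorescence of bound Bodipy-FL-GTP at 100 nM; 0% = excess unlabeled GTP control and 100% = no compound control; below 100% means less GTP binding so inhibitor and above means activator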
Target sequence (P60953 whole entry, looked up): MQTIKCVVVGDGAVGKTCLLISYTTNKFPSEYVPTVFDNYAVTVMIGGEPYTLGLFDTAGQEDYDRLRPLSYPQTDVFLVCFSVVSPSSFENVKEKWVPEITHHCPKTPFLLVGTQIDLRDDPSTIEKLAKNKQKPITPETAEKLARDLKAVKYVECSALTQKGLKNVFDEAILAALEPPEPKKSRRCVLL
Avidin bead fluor = avidin bead compound fluorescence profile; Avidin beads, compound fluorescence 488/530 nm, flow cytometry; active compounds read high; fluorescence (KMESF) at 10 µM; 0.38% of 220,000 active; AID 1775; in the data active = fluorescence above about 47; also: inactives centre near 10
Rab7 wt modul = modulators of GTP binding to dog Rab7 wildtype GTPase. GST-Rab7 beads, fluorescent GTP binding, flow cytometry; actives lie on both sides; untreated = 100%, excess cold GTP = 0%. GTP binding activity (percent of control), % at 10 µM. 0.055% of 190,000 active. AID 758;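 active = fluorescent GTP binding to Rab7 beads changed by at least 20 points from the 100% baseline, either direction, mostly lower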;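 also: median green fluorescence of bound Bodipy-FL-GTP per Rab7 bead population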
Pf gamet viab = kills late stage P. falciparum gametocytes. inhibition, % at 10.9 µM. 0.065% of 150,000 active. AID 743093. P. falciparum stage V gametocytes, ATP luminescence, 24 h;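 active = inhibition above the mean plus 3 SD of compounds within the control limits, set per campaign, cut at about 38% in these data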;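 also: 0% = DMSO wells and 100% = medium only without gametocytes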
Rab2A wt mod = changes GTP binding to wildtype dog Rab2A, up or down | P61105 | AID 760 | 0.19% of 190,000 active | GTP binding activity, % at 10 µM | GST-Rab2 wt beads, Bodipy-GTP binding, flow cytometry;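 active = GTP binding activity at least 20 points away from 100%, either lowered or raised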;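 also: 0% = beads with excess unlabeled GTP and 100% = no-compound control corrected for plate trend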
Mcl1-Bid inh = disrupts binding of human Mcl-1 to Bid peptide. Q07820. TR-FRET Mcl-1/Bid-Dy647 peptide binding, 1536-well. inhibition, % at 21.7 µM. 0.97% of 220,000 active. AID 1021;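 active = compounds that cut the binding signal by more than half at the single screening dose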;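 also: His-tagged Mcl-1 with europium anti-His antibody binding Bid BH3 peptide; 0% = Mcl-1 plus peptide wells and 100% = peptide-only wells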
Target sequence (Q07820 whole entry, looked up): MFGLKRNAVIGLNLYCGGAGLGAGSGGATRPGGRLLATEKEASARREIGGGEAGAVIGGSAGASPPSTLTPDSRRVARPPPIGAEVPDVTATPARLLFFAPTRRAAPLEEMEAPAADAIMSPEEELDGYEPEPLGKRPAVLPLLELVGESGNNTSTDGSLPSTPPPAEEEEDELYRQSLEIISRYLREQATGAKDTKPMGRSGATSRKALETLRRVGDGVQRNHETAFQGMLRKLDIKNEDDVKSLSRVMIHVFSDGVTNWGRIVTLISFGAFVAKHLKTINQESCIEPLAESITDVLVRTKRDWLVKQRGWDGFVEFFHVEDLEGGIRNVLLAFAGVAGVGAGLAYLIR
Mcl1-Noxa inh = disrupts binding of human Mcl-1 to Noxa peptide; TR-FRET Mcl-1/Noxa peptide binding, 2 h; inhibition, % at 21.7 µM; Q07820; AID 1022; 1.5% of 220,000 active;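 active = compounds that cut the protein-peptide binding signal by more than 50% relative to plate controls in a single-dose test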;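 also: His-tagged Mcl-1 with rhodamine Noxa BH3 peptide and terbium anti-His antibody; 0% = Mcl-1 plus Noxa peptide wells and 100% = peptide-only wells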
Rac1 wt modul = human Rac1 wildtype GTP binding, inhibitors and activators | P63000 | GST-Rac1 beads, fluorescent GTP binding, flow cytometry; actives lie on both sides; 0 = cold GTP competed, 100 = untreated | GTP binding activity (% of control), % at 10 µM | 0.27% of 190,000 active | AID 757;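 active = GTP binding activity at least 20 points away from the 100% control level, either lower or higher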
HRas wt GTP = modulators of GTP binding to human HRas wildtype; 0.14% of 190,000 active; GTP binding activity, % at 10 µM; GST-Ras wt beads, Bodipy-FL-GTP binding, flow cytometry; actives lie on both sides; P01112;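 active = GTP binding activity at least 20% away from the 100% baseline, either lowered as inhibitor or raised as activator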;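 also: 0% = unlabeled GTP competition control and 100% = no-compound control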
Target sequence (P01112 whole entry, looked up): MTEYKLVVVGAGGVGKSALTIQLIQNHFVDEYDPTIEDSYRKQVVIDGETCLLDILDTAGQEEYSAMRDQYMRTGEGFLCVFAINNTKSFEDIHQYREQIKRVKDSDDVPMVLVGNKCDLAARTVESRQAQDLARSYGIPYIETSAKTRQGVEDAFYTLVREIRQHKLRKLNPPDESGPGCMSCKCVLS
Bim-Mcl-1 = disrupts Bim peptide binding to human Mcl-1; AID 1009; inhibition, % at 10 µM; Bead-based flow cytometry, Bim peptide-Mcl-1 binding; 0.1% of 190,000 active; in the data active = inhibition above about 40%;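 also: 0% = no compound tracer wells and 100% = peptide blocker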
Rac1 mut GTP = alters GTP binding to activated mutant human Rac1 | percent activity (GTP binding), % at 10 µM | P63000 | GST-Rac1 activated beads, fluorescent GTP binding, flow cytometry; actives lie on both sides; 100% means binding = to untreated wells | 0.11% of 190,000 active;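 active = GTP binding at least 20 percentage points away from the 100% baseline, in either direction, so actives lie on both sides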
* hit, by the source's call; . = not tested or not shown; & = joins results of further samples.

SMILES | Cdc42 wt | Avidin bead fluor | Rab7 wt modul | Pf gamet viab | Rab2A wt mod | Mcl1-Bid inh | Mcl1-Noxa inh | Rac1 wt modul | HRas wt GTP | Bim-Mcl-1 | Rac1 mut GTP
CS(=O)(=O)c1ccc(Cl)c(NC(=O)COC(=O)CNC(=O)c2ccccc2)c1 | 98 | 12 | 100 | 20 | 98 | 8 | -13 | 103 | 97 | 1 | 95
CCCCNC(=O)c1cccc2c(=O)c(C)c(-c3ccccc3)oc12 | 103 | 12 | 100 | -11 | 101 | -18 | -34 | 101 | 100 | -6 | 99
O=C(O)c1nn2cc(CCO)cnc2c1Cl | 102 | 14 | 102 | -3 | 103 | -4 | 8 | 102 | 102 | -1 | 99
CCn1cc(C2=NOC(C(=O)Nc3cc(C)nn3-c3ccccc3)C2)c(C)n1 (configuration not stated) | 99 | 14 | 92 | 26 | 94 | -8 | 3 | 99 | 97 | -1 | 95
O=C(O)c1cc(N/N=C/C(Cl)=C/c2ccccc2)ccc1Cl | 95 | 9 | 97 | 8 | 96 | -32 | 16 | 97 | 94 | 0 | 95
COc1ccc(-c2cc(C(=O)Nc3ccc(C(N)=O)cc3)c3ccccc3n2)cc1OC | 93 | 11 | 91 | -3 | 92 | 14 | 7 | 97 | 93 | 1 | 92
COc1ccc(NC(=O)C2CCCN(S(=O)(=O)c3cnc[nH]3)C2)cc1 (configuration not stated) | 101 | 4 | 93 | . | 98 | -24 | -1 | 104 | 98 | 0 | 101
COc1ccc(/C=N/n2c(=O)[nH]c3c([nH]c4ccc(C)cc43)c2=O)cc1CN1CCOCC1 | 105 | 28 | 107 | . | 104 | -21 | 31 | 109 | 104 | -2 | 100
COc1ccc(CC(=O)Nc2ccc(S(=O)(=O)NC(C)C)cc2)cc1 | 30* | 7 | 22* | -8 | 29* | -9 | 13 | 27* | 33* | -1 | 29*
COc1cc(/C=C(\C#N)c2nn(CCO)c(N)c2C#N)cc(OC)c1OC | 92 | 11 | 101 | . | 95 | -52 | 20 | 97 | 95 | -1 | 95
Cn1c(=O)cc(Cl)[nH]c1=O | 93 | 13 | 93 | . | 92 | 17 | 9 | 95 | 94 | -1 | 93
CCOc1ccc(NC(=O)C(=S)NC2CCCCC2)cc1 | 99 | 9 | 95 | -18 | 97 | -6 | 3 | 99 | 95 | -5 | 98
COc1cc(CCC(=O)Nc2ccc(C)c(S(=O)(=O)N(C)C)c2)cc(OC)c1OC | 98 | 15 | 102 | . | 98 | -5 | 7 | 100 | 98 | -3 | 96
CCN(CC)S(=O)(=O)c1cc(NC(=O)C(C)N2CCN(c3ccccn3)CC2)ccc1C (configuration not stated) | 96 | 10 | 96 | -1 | 95 | -22 | 11 | 100 | 95 | -2 | 99
COc1ccc(-c2noc(CN(C)CCC3CCCCO3)n2)cc1 (configuration not stated) | 91 | 12 | 100 | -29 | 94 | -2 | 0 | 96 | 97 | 3 | 90
Cc1onc(-c2c(F)cccc2Cl)c1C(N)=S | 90 | 16 | 95 | 6 | 90 | -38 | -14 | 92 | 91 | -6 | 91
CCOC(=O)C1(Cc2cccc(OC)c2)CCN(CCO)CC1 | 98 | 5 | 98 | -8 | 97 | -70 | 3 | 100 | 97 | -36 | 98
COc1ccc2cc(C#N)c(NC(C)C)nc2c1 | 95 | 30 | 98 | . | 96 | 5 | 6 | 95 | 96 | -3 | 95
CCOC(=O)c1sc2nc(C)nc(N3CCN(c4ncccn4)CC3)c2c1C | 99 | 8 | 104 | 2 | 96 | -15 | -5 | 94 | 98 | -2 | 92
CCn1c(SCC(=O)Nc2nc3ccccc3s2)nnc1-c1ccc(OC)cc1 | 99 | 38 | 94 | . | 96 | -29 | -1 | 100 | 100 | -3 | 98
O=C(Nc1nncs1)c1ccc(Br)c(S(=O)(=O)N2CCCC2)c1 | 91 | 12 | 90 | . | 90 | 22 | 7 | 91 | 95 | -1 | 88
Cc1ccc(-n2c(Cc3cccs3)nnc2SCC(=O)Nc2ccc(S(N)(=O)=O)cc2)cc1 | 96 | 6 | 91 | . | 94 | -44 | 14 | 98 | 95 | -1 | 96
Cc1ccc(-c2nnn(CC(=O)N(CC(=O)NCC3CCCO3)c3ccc(F)c(Cl)c3)n2)o1 (configuration not stated) | 101 | 25 | 95 | . | 98 | -28 | 5 | 102 | 99 | 0 | 102
COc1ccc(-c2nc(Cn3c(SCc4ccc(C)cc4)nc4ccncc43)c(C)o2)cc1OC | 98 | 7 | 99 | . | 99 | 1 | 16 | 101 | 100 | 0 | 100
O=C1CCCCCN1Sc1ccccc1 | 97 | 9 | 95 | -27 | 96 | 7 | -2 | 97 | 95 | -4 | 97
Later entries:
SMILES | Cdc42 wt | Avidin bead fluor | Rab7 wt modul | Pf gamet viab | Rab2A wt mod | Mcl1-Bid inh | Mcl1-Noxa inh | Rac1 wt modul | HRas wt GTP | Bim-Mcl-1 | Rac1 mut GTP
CC(=O)OCC(=O)Nc1c(C)cccc1C | 96 | 5 | 108 | 11 | 102 | -25 | 5 | 100 | 99 | -1 | 97
O=C(COC(=O)c1cccc(S(=O)(=O)N2CCN(c3ccccc3)CC2)c1)NCc1ccco1 | 103 | 10 | 100 | 6 | 100 | -29 | 40 | 106 | 100 | -1 | 98
CCOC(=O)c1c(-c2ccccc2)nc2c(C)cccn12 | 98 | 4 | 96 | 24 | 96 | -7 | -1 | 100 | 97 | -9 | 98
CCOC(=O)N1CCN(S(=O)(=O)c2ccc(OCC)c3ccccc23)CC1 | 99 | 30 | 99 | -24 | 97 | -6 | 13 | 98 | 98 | 1 | 97
C=CCOC(=O)C1=C(C)Nc2nnnn2C1c1ccc(OC)cc1OC (configuration not stated) | 102 | 12 | 103 | . | 102 | -37 | 9 | 102 | 101 | -3 | 98
CCCC12CN3CC(CCC)(CN(C1)C3C(O)C(O)C(O)CO)C2=O (configuration not stated) | 103 | 31 | 99 | . | 99 | -8 | -8 | 103 | 101 | -2 | 101
O=C(CCN1C(=O)c2ccncc2C1=O)Nc1ccc(F)cc1 | 106 | 7 | 100 | -18 | 101 | -25 | -15 | 107 | 103 | 0 | 101
COc1cc(C(=O)NNC(=O)c2ccc(NC(=O)C(C)(C)C)cc2)cc(OC)c1OC | 92 | 9 | 100 | 7 | 97 | -26 | -17 | 98 | 96 | -4 | 95
COc1ccc(-c2cc(C(=O)OCC(=O)Nc3ccc4c(c3)OCO4)c3ccccc3n2)cc1 | 102 | 11 | 101 | -10 | 100 | 3 | -4 | 103 | 100 | -6 | 98
CCc1ccccc1OCC(=O)OCC(=O)c1c(N)n(C)c(=O)n(C)c1=O | 104 | 9 | 106 | -18 | 104 | -5 | 36 | 107 | 103 | 0 | 105
COc1ccnc(Oc2ccccc2)c1C#N | 105 | 12 | 103 | . | 101 | 12 | 4 | 108 | 102 | -5 | 100
CCCCc1nc(SCCN2CCOCC2)c2c(=O)n(C)c(=O)n(C)c2n1 | 96 | 11 | 98 | 20 | 96 | -27 | 2 | 98 | 95 | -3 | 95
O=C(Nc1c(Cl)ccc2nsnc12)c1cccnc1 | 101 | 41 | 99 | . | 96 | 9 | 12 | 103 | 96 | 0 | 98
C[C@H]1O[C@H]1P(=O)(O)O | 102&98 | 7&11 | 105&100 | . | 103&100 | -3&0 | 12&-7 | 102&100 | 101&97 | -3&-2 | 99&98
O=C(COC(=O)Cc1c(Cl)cccc1Cl)NCCC1=CCCCC1 | 100 | 6 | 100 | 12 | 96 | -21 | 7 | 99 | 97 | 0 | 95
COc1ccccc1C(=O)NCC(c1cccnc1)N(C)C (configuration not stated) | 99 | 19 | 96 | . | 101 | -10 | 18 | 105 | 102 | -4 | 99
Cc1ccc(NC(=O)c2cnc(N3CCN(c4ccccn4)CC3)c3ccccc23)c(Br)c1 | 98 | 9 | 98 | -11 | 98 | -4 | 4 | 98 | 95 | 0 | 96
O=C(CCNc1n[nH]c(=O)[nH]c1=O)N1CCOCC1 | 102 | 7 | 96 | -4 | 99 | -2 | -4 | 107 | 101 | 0 | 98
COCCN1C(=O)c2cc(C(=O)Nc3ccc(C)c(F)c3)ccc2C1Nc1ccc(C)c(F)c1 (configuration not stated) | 99 | 3 | 94 | . | 101 | -1 | 7 | 104 | 98 | -5 | 98
CCCCC(=O)Nc1nc(C)c(C(C)=O)s1 | 101 | 8 | 99 | . | 99 | -17 | 23 | 103 | 99 | -1 | 99
CCCn1c(CNS(=O)(=O)c2ccc(C)cc2)nc2ccccc21 | 98 | 5 | 95 | . | 98 | -5 | 15 | 107 | 101 | -1 | 100
CCc1ccc(N2C(=O)CC(N(CC3CCCO3)C(=O)/C=C/C(=O)O)C2=O)cc1 (configuration not stated) | 104 | 4 | 99 | . | 100 | -9 | 22 | 103 | 105 | -2 | 100
Cc1cc(NC(=O)Cn2ccsc2=N)c([N+](=O)[O-])cc1C | 96 | 11 | 102 | . | 97 | -27 | 4 | 101 | 101 | 0 | 95
CC(C)N(C(=O)COC(=O)[C@@H]1CC(O)CN1S(=O)(=O)c1ccccc1[N+](=O)[O-])C(C)C (some centres not stated) | 95 | 9 | 96 | -12 | 96 | -13 | -1 | 97 | 96 | 13 | 98
COc1ccc(NC(=S)N(CCc2c(C)[nH]c3ccccc23)Cc2ccco2)cc1 | 102 | . | 97 | . | 99 | -21 | 0 | 103 | 101 | -3 | 101
Other results follow:
SMILES | Cdc42 wt | Avidin bead fluor | Rab7 wt modul | Pf gamet viab | Rab2A wt mod | Mcl1-Bid inh | Mcl1-Noxa inh | Rac1 wt modul | HRas wt GTP | Bim-Mcl-1 | Rac1 mut GTP
O=C(OCC(=O)c1cccs1)c1ccc([N+](=O)[O-])o1 | 96 | 9 | 94 | . | 94 | -15 | 5 | 99 | 97 | 0 | 93
O=C(C(Cc1ccccc1)n1cccc1)N1CCCCCC1 (configuration not stated) | 103 | 13 | 98 | . | 99 | -20 | 1 | 104 | 98 | 0 | 98
Cc1cc(Cl)n2c(nc3ccccc32)c1C#N | 90 | 25 | 100 | . | 90 | -55 | 4 | 86 | 92 | -23 | 91
Cc1ccc(S(=O)(=O)NCC(=O)OCc2ccccc2Br)cc1 | 95 | 1 | 95 | 18 | 96 | -30 | -1 | 95 | 93 | -1 | 93
Cc1ccc(CCNC(=O)c2ccc(CS(=O)(=O)Cc3ccccc3F)o2)cc1 | 97 | 0 | 99 | -8 | 97 | -25 | 11 | 102 | 98 | -4 | 99
Cc1ccccc1NC(=O)CS(=O)(=O)c1cn(CC(=O)N2CCOCC2)c2ccccc12 | 100 | 11 | 108 | -24 | 99 | -9 | 0 | 104 | 100 | -1 | 99
COc1ccccc1NS(=O)(=O)c1cc(NC(=O)c2ccc(Cl)nc2)ccc1Cl | 97 | 3 | 97 | . | 97 | -28 | 21 | 97 | 97 | -4 | 99
COc1ccc(CCNC(=O)CN2CCN(Cc3ccc(F)cc3)C2=O)cc1OC | 100 | 8 | 102 | . | 98 | -4 | 13 | 106 | 99 | 2 | 98
